# Giardia kill – Small Molecules that selectively kill Giardia lamblia: qHTS. Giardia lamblia trophozoite viability. activity change, % at 7.66 µM, hits read low. 340,000 compounds, 0.15% hits. AID 540267, 2011; in the data active = activity change below about -80%; inconclusive = between about -30% and that limit;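 note: parasites exposed to compound for two days anaerobically before the ATP read; % is set by controls: 0 for no effect and ±100 for the full control effect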
#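 Killing of trophozoites was scored by loss of ATP luminescence after a 48 hrs anaerobic exposure to compounds at 37 deg C, using 100 cells per well.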
# NPC1 prom act – qHTS Assay for NPC1 Promoter Activators. AID 485313, 2010. 320,000 compounds, 2.4% hits. Potency, µM (series often up to 9.22 µM), for the others: at the highest dose activation, most hits filed as activators. Huh7 NPC1 promoter luciferase reporter, 24 h;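 note: potency is the fitted concentration of half-maximal effect; % of control where 0% means no effect; nearly all actives have a fitted effect of over 60% in size; reporter is driven by a mutant NPC1 promoter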
#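 Stable NPC1-promoter luciferase Huh7 line; cpd (DMSO) 24 h, 37 °C, 5% CO2; Amplite luciferase reagent 10 min RT; luminescence readout. qHTS format.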
# Menin-MLL TR inh – qHTS Assay for Inhibitors Targeting the Menin-MLL Interaction in MLL Related Leukemias: Competition With Texas Red Labeled MLL-derived Mutant Peptide; Menin + Texas Red MLL mutant peptide, fluorescence polarization; Potency, µM (doses to about 61.6 µM), inactives show top-dose FP activity change, negative = inhibition, hits mostly inhibitors; 270,000 compounds, 0.23% hits; O00255; active = well fitted inhibition curve with a large enough effect in the polarisation, with a control signal flat, not every such curve was filed as active; inconclusive = small, poorly fitted or top-dose-only effect, or effect the other way, or a change in a side signal; inactive = no such curve, though single readings can be large or run the other way; the % refers to the polarisation; note: potency is the fitted concentration of half-maximal effect; % of control where 0% means no effect; many of its hits are not listed in these tables
# Gal4-VP16 FLuc – VP16 counterscreen qHTS for inhibitors of ROR gamma transcriptional activity | Drosophila S2 Gal4-VP16 UAS-luciferase, luminescence, 20 h | Potency, µM (series often up to 53.6 µM), inactives show at the highest dose activity, negative = inhibition, actives largely listed as inhibitors | 310,000 compounds, 3.5% hits;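 note: Gal4-VP16 expression switched on by copper sulfate through the metallothionein promoter; potency is the fitted concentration of half-maximal effect; % is set by controls: 0 for no effect and ±100 for the full control effect; nearly all actives have a fitted effect of over 50% in size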
# RORgamma inh – qHTS for inhibitors of ROR gamma transcriptional activity; Drosophila S2 Gal4-RORgamma UAS-luciferase reporter, 20 h; Nuclear receptor ROR-gamma (Mus musculus), P51450; 310,000 compounds, 5.4% hits; Potency, µM (series often up to 53.6 µM), for the others: top-dose activity change, negative = inhibition, most hits filed as inhibitors; note: potency is the fitted concentration of half-maximal effect; % is set by controls: 0 for no effect and ±100 for the full control effect; nearly all actives have a fitted effect of over 60% in size
#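 Drosophila S2 cells stably expressing Gal4-DBD/mouse RORγ fusion under metallothionein promoter plus UAS-luciferase; compound 1 h, then 700 uM CuSO4 induction for 20 h at ambient temperature; inhibition read as reduced luminescence.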
# FLuc counter – qHTS profiling assay for firefly luciferase inhibitor/activator using purifed enzyme and Km concentrations of substrates (counterscreen for miR-21 project); 360,000 compounds, 6.9% hits; Potency, µM (doses to about 57.5 µM), inactives show at the highest dose activity change, negative = inhibition, hits mostly inhibitors; purified FLuc, Km substrates, luminescence inhibition; AID 588342, 2011;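 note: potency is the fitted concentration of half-maximal effect; plate controls were vehicle for no effect and reference inhibitor for full effect; nearly all actives have a fitted effect of over 55% in size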
# Target sequence (P08659 whole entry, looked up): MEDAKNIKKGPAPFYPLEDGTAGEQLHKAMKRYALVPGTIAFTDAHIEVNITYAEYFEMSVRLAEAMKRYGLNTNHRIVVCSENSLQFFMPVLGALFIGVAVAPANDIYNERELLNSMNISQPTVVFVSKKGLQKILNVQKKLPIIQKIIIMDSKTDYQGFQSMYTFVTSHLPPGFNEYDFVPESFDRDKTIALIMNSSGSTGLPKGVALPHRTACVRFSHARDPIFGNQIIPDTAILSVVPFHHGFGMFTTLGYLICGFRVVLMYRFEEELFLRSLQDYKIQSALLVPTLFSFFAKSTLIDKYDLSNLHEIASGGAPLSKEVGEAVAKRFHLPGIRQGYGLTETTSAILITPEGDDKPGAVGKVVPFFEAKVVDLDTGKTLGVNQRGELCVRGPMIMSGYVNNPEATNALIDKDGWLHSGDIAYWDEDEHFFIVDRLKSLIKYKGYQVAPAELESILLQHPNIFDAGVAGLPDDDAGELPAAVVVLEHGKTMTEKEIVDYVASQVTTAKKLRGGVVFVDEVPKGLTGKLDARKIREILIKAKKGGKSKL
#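 Purified P. pyralis luciferase, 10 nM final, with Km-level 10 uM D-luciferin and 10 uM ATP in 50 mM Tris acetate pH 7.5, 10 mM Mg acetate, 0.01% Tween-20, 0.05% BSA; 6-point qHTS titration about 60 µM downward; luminescence read.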
# PKM2 activator – qHTS Assay for Activators of Human Muscle isoform 2 Pyruvate Kinase. 260,000 compounds, 0.34% hits. Potency, µM (series often up to 57.5 µM), for inactives: at the top dose activation, actives largely listed as activators. purified PKM2, Kinase-Glo ATP luminescence, activation; response scale: 0% is enzyme alone, no compound. AID 1631, 2009. Pyruvate kinase PKM (Homo sapiens), P14618; note: potency is the fitted concentration of half-maximal effect; % is set by controls: 0 for no effect and ±100 for the full control effect; nearly all actives have a fitted effect of over 55% in size
# Target sequence (P14618 whole entry, looked up, canonical isoform): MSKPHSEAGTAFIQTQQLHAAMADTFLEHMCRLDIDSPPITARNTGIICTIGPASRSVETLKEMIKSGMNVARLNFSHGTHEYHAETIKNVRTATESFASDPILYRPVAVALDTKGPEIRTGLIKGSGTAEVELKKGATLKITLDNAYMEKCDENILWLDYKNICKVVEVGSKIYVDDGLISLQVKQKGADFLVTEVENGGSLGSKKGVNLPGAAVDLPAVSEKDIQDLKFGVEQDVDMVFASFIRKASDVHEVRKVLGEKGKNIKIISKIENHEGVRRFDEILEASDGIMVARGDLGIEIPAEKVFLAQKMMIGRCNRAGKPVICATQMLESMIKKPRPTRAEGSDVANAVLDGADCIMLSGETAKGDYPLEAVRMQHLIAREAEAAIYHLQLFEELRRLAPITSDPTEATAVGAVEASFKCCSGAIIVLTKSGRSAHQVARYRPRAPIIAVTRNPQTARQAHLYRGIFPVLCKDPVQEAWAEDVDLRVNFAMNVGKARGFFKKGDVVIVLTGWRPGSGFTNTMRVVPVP
#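 Purified hPK-M2 (>95%) run at intermediate activity with 0.1 mM ADP and 0.5 mM PEP in 50 mM imidazole pH 7.2, KCl, MgCl2; 1 h room temperature. ATP formed read by Kinase-Glo luminescence; normalized to uninhibited and no-enzyme controls.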
# BRCA1 expr up – qHTS Assay to Identify Small Molecule Activators of BRCA1 Expression; MCF7-BRCA1-FFLuc reporter, luminescence, 48 h; response scale: scaled: vehicle 0%, 10 µM genistein 100%; Potency, µM (series often up to 46.1 µM), inactives show at the top dose activation, usual class: activators; 380,000 compounds, 1.1% hits; note: potency is the fitted concentration of half-maximal effect; nearly all actives have a fitted effect of over 80% in size; some results filed as inactive show a strong effect at the top dose
#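 First, MCF7-BRCA1-FFLuc cells (2000/well) attach for 2 h; next, compounds are pin-added and incubated 48 h at 37 °C; finally, luciferase reagent is added and luminescence read after 15 min.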
# ELG1 genotoxic – qHTS screen for small molecules that induce genotoxicity in human embryonic kidney (HEK293T) cells expressing luciferase-tagged ELG1 | HEK293T ELG1-luciferase reporter, luminescence, 16 h | Potency, µM (titrated, usually from 46 µM), for inactives: at the top dose activity change, positive = activation, hits mostly activators | 330,000 compounds, 1.3% hits | AID 504466, 2011; note: potency is the fitted concentration of half-maximal effect; % of control where 0% means no effect; nearly all actives have a fitted effect of over 60% in size
#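 16 hr compound incubation (37 °C, 5% CO2) of HEK293T cells carrying luciferase-tagged ELG1; luciferase then measured by ONE-Glo luminescence after 30 min at RT.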
# Rab9 promoter act – qHTS Assay for Rab9 Promoter Activators. Huh7 Rab9 promoter-luciferase reporter, luminescence, 24 h. Potency, µM (doses to about 9.22 µM), inactives show at the top dose activation, negative = inhibition, actives largely listed as activators. 320,000 compounds, 2.8% hits. AID 485297, 2010; note: potency is the fitted concentration of half-maximal effect; % of control where 0% means no effect; nearly all actives have a fitted effect of over 60% in size
#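 Cell-based reporter: Huh7 stable for Rab9 promoter-driven luciferase, plated in reduced-serum medium with 10% FBS at 1500 cells/well, compound-treated 24 h at 37 °C, luminescence read after 10 min reagent.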
# p53 reactivation – qHTS assay for re-activators of p53 using a Luc reporter; H1299 p53-A138V BP100-luciferase reporter, luminescence, 24 h; 320,000 compounds, 0.063% hits; Potency, µM (top dose mostly 92.2 µM), for inactives: at the top dose activity change, positive = activation, hits mostly activators; note: potency is the fitted concentration of half-maximal effect; % of control where 0% means no effect; nearly all actives have a fitted effect of over 45% in size
#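 p53-null H1299 cells stably carrying temperature-sensitive p53-A138V and a BP100-luciferase reporter were pinned with compounds (4-point, 1:5 series) and held 24 hrs at 37 deg C. Luminescence was read 10 min after detection reagent.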
# * hit, by the source's call; ? = inconclusive; . = no result given; & = joins results of further samples; [ ] = dose if it differs, or a comment. Unless noted, calls come from the whole dose curve; as a rule, active = well fitted curve in the direction sought with a large enough effect; inconclusive = small, poorly fitted or top-dose-only effect, or another doubt; inactive = no such curve, though single readings can be large; an effect the other way counts as inactive or inconclusive. This is a subset; count on the stated rates, not on these rows.
SMILES,Giardia kill,NPC1 prom act,Menin-MLL TR inh,Gal4-VP16 FLuc,RORgamma inh,FLuc counter,PKM2 activator,BRCA1 expr up,ELG1 genotoxic,Rab9 promoter act,p53 reactivation
COc1ccc(CNC(=O)COc2ccc(S(=O)(=O)N3CCOCC3)cc2C)cc1,-1.8,-0.7%,-18.6%,10.3%,-1.8%,-2.9%,1.3%,2.3%,-17.8%,1.5%,0.9%
S=C(Nc1ccc2c(c1)OCO2)Nc1ccccc1Cl,-10.0,2.3%,.,7.7%,?,-22.3%,5.4%,61.3%,6.5%,0.6%,5.7%
COc1ccc(NC(=O)CC2C(=O)N(c3ccccc3)C(=O)N2CCc2cccs2)cc1 (stereo not drawn),0.8,2.2%,6.8%,13.8%,36.4%,1.3%,3.8%,1.5%,-5.5%,1.1%,-10.2%
CCC(c1nnnn1Cc1ccc2c(c1)OCO2)N1CCN(c2ccc(F)cc2)CC1 (stereo not drawn),-0.2,-4.7%,-13.2%,-1.8%,2.6%,0.7%,-0.1%,-48.8%,-2.2%,-1.6%,-6.4%
O=C(NCCCn1cccn1)C1CCC(=O)N(Cc2cccc(C(F)(F)F)c2)C1 (stereo not drawn),-11.8,-1.4%,.,4.6%,-2.6%,3.2%,.,8.2%,-0.7%,-4.0%,28.7%
CCOc1ccccc1/C=C(\C#N)C1=CCCC1,4.4,2.3%,-13.7%,0.0%,6.6%,-0.1%,-21.6%,-8.7%,-0.6%,-2.0%,-2.2%
C/C(=C\c1ccc2c(c1)OCO2)C1Nc2cccc3cccc(c23)N1,-7.1,6.7%,.,.,.,?,.,-29.9%,4.0%,16.4%,-7.9%
Cn1cccc1CNCc1ccccc1Cl,-14.6,-2.0%,?,0.0%,0.0%,-0.5%,-8.6%,-9.8%,1.0%,2.9%,-5.6%
O=C(CNC(=O)c1ccncc1)N/N=C/c1cccc([N+](=O)[O-])c1,2.9,-2.2%,1.6%,1.1%,-6.5%,-0.4%,-4.9%,22.4%,-3.4%,-1.4%,-2.2%
COc1ccc(NCC(=O)N/N=C/C=C\c2ccccc2)cc1,-12.4,-3.7%,-3.6%,12.6µM*,11.2µM*,?,0.9%,16.0%,-1.7%,2.3%,?
COCCNc1nc(N)c([N+](=O)[O-])c(Nc2ccc(F)cc2)n1,0.5,0.4%,10.9%,-4.0%,-0.9%,4.6%,.,-48.0%,8.5%,6.2%,12.3%
O=C(NNC(=O)c1ccccc1Br)c1ccccc1Cl,-11.2,-19.1%,12.5%,2.3%,24.6%,-18.0%,0.2%,0.0%,5.0%,28.3%,18.9%
CCCCS(=O)(=O)N1C2=NC(C(=O)OC)=C(C(=O)OC)[C@@H]3N(C)c4ccc(OC)cc4[C@]23C[C@H]1C(=O)OC,-11.0,-5.6%,-6.4%[11.7 µM],-3.6%,0.2%,-1.6%,-0.7%[11.5 µM],-13.8%,1.3%,-9.4%,-1.1%
Cc1ccc(NC(=S)NCCO)c(C)c1,2.1,-2.6%,?,4.2%,-43.2%,1.9%,0.8%,-2.5%,-3.7%,0.1%,-5.8%
Cc1[nH]n(C(C)(C)C)c(=O)c1Sc1ccccc1,14.1,-6.5%,1.4%,3.8%,20.1%,7.2%,4.6%,-1.1%,-4.5%,0.1%,3.3%
O=C(Nc1ccc(C(=O)N2CCOCC2)cc1)c1ccc([N+](=O)[O-])cc1,-25.3,1.8%,-24.6%,12.1%,0.0%,-2.6%,-2.2%,2.1%,-15.0%,-1.9%,-2.8%
CN1CCC(N(C)S(=O)(=O)c2ccc(F)cc2F)CC1,-7.9,1.1%,-0.3%,-2.2%,-25.4%,2.0%,-0.8%,-6.2%,0.3%,-1.6%,1.4%
COc1ccccc1NC(=O)/C=C/c1ccc(OC)c(S(=O)(=O)N2CCOCC2)c1,-3.9,-1.7%,3.5%,-9.7%,-1.2%,6.8%,0.2%,-1.3%,2.5%,11.4%,-4.8%
COc1cccc(NC(=O)CN(C)C(=O)c2c(C)nn(CC(C)C)c2Cl)c1,1.5,-2.7%,.,.,.,4.2%,.,-2.8%,3.5%,-5.1%,0.4%
Cc1cc(=O)oc2cc(OCC(=O)NCCCn3ccnc3)ccc12,9.3,-3.7%,-11.3%,-1.5%,-1.3%,-0.9%,.,1.9%,-1.1%[9.26 µM],1.1%,9.0%
COc1cc(OC)c2ccc(=O)oc2c1C(CC(=O)N1CCCC1)c1ccc2c(c1)OCO2 (stereo not drawn),7.7&11.7,0.0%,-16.6%,-5.7%&1.9%,-23.1%&-28.0%,-2.4%,3.0%,-3.8%,4.1%,-6.9%,-4.1%
COc1ccccc1C(=O)NCC1(c2ccccc2)CCCC1,-13.6,-6.1%,?,7.6%,5.3%,-9.2%,-0.1%,-0.4%,3.8%,-4.4%,-0.3%
O=C(Nc1cnn(Cc2ccc(Cl)c(Cl)c2)c1)C12CC3CC(CC(C3)C1)C2,11.4,-2.5%,18.7%,-0.8%,?,2.8%,3.9%,-35.8%,-7.7%,-7.3%,6.1%
CCCCCCCC(=O)OCC(COC(=O)CCCCCCC)OC(=O)CCCCCCC,-15.7,-4.1%,-6.5%,4.2%,5.9%,-0.6%,.,2.0%,6.1%,-5.7%,-7.0%
C/C(=N\NC(=O)c1ccccc1)c1cc2cc([N+](=O)[O-])ccc2oc1=O,24.0,0.1%,?,5.01µM*,7.94µM*,-4.9%,0.6%,25.3%,2.0%,-5.4%,?
SMILES,Giardia kill,NPC1 prom act,Menin-MLL TR inh,Gal4-VP16 FLuc,RORgamma inh,FLuc counter,PKM2 activator,BRCA1 expr up,ELG1 genotoxic,Rab9 promoter act,p53 reactivation
Cn1[nH]c(=O)c(Cl)c(Cl)c1=O,-6.7,-4.7%,.,-8.2%,-4.1%,10.4%,0.4%,-4.0%,1.7%,1.7%,12.6%
Cc1n[nH]c(C)c1S(=O)(=O)N1CCCC(C(=O)Nc2nccs2)C1 (stereo not drawn),4.0,-3.5%,21.8%,-1.3%,2.0%,7.8%,7.3%,9.8%,-0.3%,1.9%,-3.6%
Cc1oc(-c2ccc(Cl)cc2)nc1CN1CCCC(C(=O)NC2CC2)C1 (stereo not drawn),19.5,17.1%,1.3%,-17.4%,2.2%,0.4%,.,-27.8%,-2.4%[9.26 µM],-4.8%,2.0%
COc1cccc(NC(=O)CN(C)C(=O)c2cc(S(=O)(=O)N3CCCCCC3)ccc2OC)c1,18.8,-2.1%,.,.,.,-0.3%,.,10.5%,0.3%,-1.8%,1.4%
O=C(Nc1ccc(-c2ccc([N+](=O)[O-])cc2)cc1)c1ccccc1F,3.8,14.1%,9.7%,2.0%,20.9%,-0.4%,0.1%,4.0%,6.6%,12.7%,0.5%
Oc1ccccc1-c1nnc(COc2ccccc2)o1,-0.3,8.3%,5.5%[11.7 µM],?,10µM*,15.1µM*,?,60.2%,?,4.1%,?
CCOc1cc(/C=N/NC(=O)COc2cccc(C)c2)ccc1OC(=O)c1cccs1,-13.9,5.0%,-13.9%,-3.9%,-0.5%,-2.9%,3.1%,-20.1%,-3.1%,-0.6%,0.5%
CC(=O)Nc1cccc(NC(=O)C2CCCN2C(=O)Nc2ccc(C)cc2)c1 (stereo not drawn),13.2,0.6%,0.0%,-2.2%,6.2%,0.4%,-2.6%,0.5%,1.0%,1.3%,3.2%
CC1C(=O)N(Cc2cccc(F)c2)c2ccccc2N1C(=O)c1ccccc1 (stereo not drawn),-11.5,-0.4%,-19.5%,2.8%,10.3%,3.0%,.,-33.2%,-7.7%,-7.0%,0.9%
COc1cccc(CC(=O)Nc2nc(-c3ccc(F)c(F)c3)cs2)c1,3.7,-1.5%,?,2.3%,14.8%,-5.8%,0.2%,-1.3%,-11.2%,0.9%,0.4%
Cc1cccn2c(=O)c3cc(C(=O)NCCCOC(C)C)sc3nc12,-4.2,-2.5%,-15.1%,1.1%,36.3%,-15.2%,.,-13.6%,3.2%,-1.1%,-0.1%
CN(C(=O)COC(=O)c1ccc(-c2ccc(O)cc2)cc1)C1CCS(=O)(=O)C1 (stereo not drawn),0.0,6.3%,.,-6.1%,1.2%,-1.6%,-32.2%,-1.7%,?,7.3%,0.1%
Cc1cc(=O)[nH]c(SCC(=O)NN(c2ccccc2)c2ccccc2)n1,?,-1.5%,.,-11.8%,23.6%,-1.7%,1.3%,-0.3%,-1.4%,-10.6%,-2.9%

# Compound activity: PubChem, National Center for Advancing Translational Sciences (NCATS)
